Screening results as filed in PubChem BioAssay.
14-3-3 Bad inh – disrupts binding of bovine 14-3-3 zeta to phospho-Bad peptide; P63103; TR-FRET 14-3-3zeta/Dy647-pBad peptide displacement, 1 h; inhibition, % at 21.7 µM; hit rate 0.71% among 220,000;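 active = inhibition above about 70%, limit read from the data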;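 note: 0% = full 14-3-3 plus peptide FRET controls and 100% = background without 14-3-3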
hK5 inh – inhibitors of human kallikrein 5; AID 873; Q9Y337; recombinant hK5, fluorogenic AMC substrate cleavage; inhibition, % at 5 µM; hit rate 0.59% among 210,000;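 active = inhibition of 40% or more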;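 note: 0% = enzyme controls without compound and 100% = no-enzyme blanks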
Target sequence (Q9Y337 67-293 limits assumed): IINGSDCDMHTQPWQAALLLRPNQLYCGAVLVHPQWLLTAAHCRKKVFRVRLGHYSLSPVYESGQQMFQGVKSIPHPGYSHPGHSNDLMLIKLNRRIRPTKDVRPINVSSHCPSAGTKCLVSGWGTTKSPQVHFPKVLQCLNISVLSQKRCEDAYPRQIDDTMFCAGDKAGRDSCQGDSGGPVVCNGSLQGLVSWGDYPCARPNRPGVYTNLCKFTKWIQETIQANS
FXIIa inh 1536 – factor XIIa (human) inhibition; P00748; purified FXIIa, Boc-QGR-AMC fluorogenic substrate, 2 h; inhibition, % at 5 µM; hit rate 0.3% among 220,000; in the data active = inhibition above about 40%;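 note: 0% = enzyme with no compound and 100% = blank without enzyme; many of its hits are not listed in these tables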
p97 ATPase inh – human p97 ATPase inhibition; hit rate 0.42% among 220,000; recombinant p97 ATPase, Kinase-Glo ATP luminescence, 3 h; P55072; inhibition, % at 8 µM; in the data active = inhibition above about 15%;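 note: 0% = DMSO vehicle and 100% = wells lacking enzyme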
MDM2 E3 inh – inhibitors of human Mdm2 E3 ubiquitin ligase. Q00987. cell-based MDM2 ubiquitination luciferase reporter, 2 h; 0 = plate control, 100 = twice control, blank-subtracted. signal enhancement, % at 5 µM. hit rate 0.11% among 210,000. AID 1230;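 active = signal enhancement of 30% or more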;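 note: luminescence tracks abundance of the self-degrading MDM2-luciferase fusion protein; higher signal means inhibition of MDM2 E3 ligase activity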
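Assay system: stable mammalian line carrying autodegrading MDM2–luciferase fusion reporter; Input: 2000 cells in each well; Compound dosing: single-point 5 µM; Schedule: 2 h compound exposure at 37 °C; Signal: SteadyLite luciferase luminescence after 15 min room-temperature reagent incubation; Evaluation: % luminescence enhancement versus blank-corrected plate control mean; Benchmarks: plate controls and plate blanks.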
Rad51 HR inh – blocks human Rad51 in homologous recombination | Q06609 | hit rate 0.085% among 200,000 | hRad51 DNA strand exchange, fluorescence dequenching | inhibition, % at 10 µM | AID 1385;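 active = inhibition above 40% at the single screening dose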;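 note: 0% = DMSO control wells and 100% = blanks with heterologous ssDNA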
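Test system – preformed human Rad51 ssDNA filaments · Reagent – Donor/quencher-labelled 47-bp dsDNA substrate · Incubation – 37 °C 15-min filament assembly, 30-min compound preincubation, 15-min exchange · Signal – FRET fluorescence dequenching, excitation 485 nm, emission 520 nm · Read-out – percent inhibition from fluorescence, normalised to plate control and blank means · Benchmarks – plate control and blank wells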
FXIa inh 1536 – blocks human coagulation factor XIa protease activity; inhibition, % at 5 µM; hit rate 0.14% among 220,000; AID 798; purified FXIa, Boc-Glu-Ala-Arg-AMC fluorogenic substrate;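 active = inhibition of at least 40%; inactive = inhibition below 40%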;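 note: fluorescence of freed AMC excited at 355 nm; 0% = enzyme without compound and 100% = no enzyme blank; many of its hits are not listed in these tables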
Wee1 degr inh – inhibitors of human Wee1 degradation; P30291; HeLa Luc-Wee1K328M stability, luciferase luminescence; 100% = proteasome inhibitor MG132 effect; reporter increase, % at 5 µM; hit rate 1.2% among 220,000; AID 1321;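 active = activation above the mean of all tested compounds plus 3 SD, set per screening run, cut at about 8.8% in these data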;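 note: cells exposed to compound for 20 h before luminescence read; 0% = DMSO alone and 100% = MG132 at 30 µM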
Target sequence (P30291 whole entry K328M): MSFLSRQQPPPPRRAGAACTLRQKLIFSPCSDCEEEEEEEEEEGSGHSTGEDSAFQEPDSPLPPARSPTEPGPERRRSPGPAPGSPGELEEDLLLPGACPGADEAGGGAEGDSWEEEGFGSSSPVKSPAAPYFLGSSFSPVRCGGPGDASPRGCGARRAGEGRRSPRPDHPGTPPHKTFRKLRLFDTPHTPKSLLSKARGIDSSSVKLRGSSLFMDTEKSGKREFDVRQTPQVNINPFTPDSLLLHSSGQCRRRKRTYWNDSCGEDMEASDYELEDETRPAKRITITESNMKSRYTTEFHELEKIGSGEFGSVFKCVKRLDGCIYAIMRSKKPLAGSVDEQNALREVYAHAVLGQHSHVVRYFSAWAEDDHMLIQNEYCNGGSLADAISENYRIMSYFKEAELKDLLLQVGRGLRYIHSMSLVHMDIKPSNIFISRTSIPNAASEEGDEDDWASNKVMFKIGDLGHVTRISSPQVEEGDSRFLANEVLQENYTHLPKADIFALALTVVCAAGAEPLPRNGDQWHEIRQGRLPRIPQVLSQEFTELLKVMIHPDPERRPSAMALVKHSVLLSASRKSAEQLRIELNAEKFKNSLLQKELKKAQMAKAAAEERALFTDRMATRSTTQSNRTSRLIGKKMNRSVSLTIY
eIF4E-4G inh – blocks eIF4E binding to eIF4G. P63073+Q04637. TR-FRET eIF4E-eIF4GI(517-606) binding, 2 h. inhibition, % at 21.7 µM. hit rate 0.37% among 220,000. AID 782;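 active = inhibition above about 30%, limit read from the data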;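 note: 0% = full FRET control wells and 100% = background wells lacking eIF4GI fragment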
Starred values were filed as active, the others as inactive; / = not tested or not shown; [ ] = remark or other dose.

SMILES | 14-3-3 Bad inh | hK5 inh | FXIIa inh 1536 | p97 ATPase inh | MDM2 E3 inh | Rad51 HR inh | FXIa inh 1536 | Wee1 degr inh | eIF4E-4G inh
COC(=O)C1=C(C)N(C)C(=S)NC1c1ccc(OC)cc1OC (configuration not stated) | -12 | 0 | 9 | 6 | 10 | 15 | 13 | -2 | -5
Cc1c(NC(=O)CSc2ccccc2C(=O)Nc2cccnc2)c(=O)n(-c2ccccc2)n1C | 0[fluorescence artefact?] | 3 | -9 | 7 | -15 | -5 | -2 | -2 | -5
O=C(NCCc1cn2ccccc2n1)c1cc(COc2c(F)cccc2F)on1 | -4 | 1 | 9 | 1 | -16 | 2 | 0 | 0 | 1
O=C(Nc1cccc2nsnc12)c1cccnc1Cl | 2 | -7 | 11 | 1 | -4 | / | 9 | -1 | 2
Cc1ccc(S(=O)(=O)c2c(N)n(C)c3nc4ccccc4nc23)cc1 | 3[fluorescence artefact?] | -153 | 2 | -1 | -11 | / | -1 | -2 | -12
CCc1ccc(C(C)NC(=O)Cc2ccc(F)cc2)cc1 (configuration not stated) | -7 | / | 6 | 0 | -24 | / | 2 | 4 | 3
Cc1cc(C(=O)NNC(=S)NCC2CCCO2)cs1 (configuration not stated) | -12[fluorescence artefact?] | -24 | 3 | 3 | -1 | -3 | -1 | -2 | 1[fluorescence artefact?]
CCCC(C)c1nnc(NC(=O)C2CCCO2)s1 (configuration not stated) | -15 | -20 | -7 | -1 | -6 | -13 | -13 | 1 | -6
COc1ccc(/C=C/CN2CCN(CC(C)C)C(CCO)C2)cc1 (configuration not stated) | -13 | 3 | 7 | -1 | -17 | 6 | -1 | -2 | -1
O=C(O)CCCC(=O)N1N=C(c2ccccc2)CC1c1cccs1 (configuration not stated) | -1 | 24 | 25 | -6 | -19 | -10 | 49* | 2 | 1
CCN(CC)S(=O)(=O)c1cccc(-c2nnc(SCC(=O)NC3CCCCCCC3)n2N)c1 | -3 | -22 | -1 | -1 | -18 | -2 | 1 | -1 | 4
O=C(c1ccc(Cl)cc1)C(Cn1cncn1)C(Sc1ccccc1)c1ccccc1 (configuration not stated) | -12 | -7 | 3 | -4 | -16 | -9 | -10 | 0 | -33
CC(C)(C)NC(=O)COC(=O)CCC(=O)c1cccs1 | -2 | 3 | 7 | 3 | 0 | 7 | 1 | 0 | 0
CC1CC(=O)c2c(cc3c(-c4c(O)cc(O)c5c(O)c6c(cc45)OC(C)CC6=O)c(O)cc(O)c3c2O)O1 (configuration not stated) | 6 | -2 | 14 | 56* | -1 | 10 | 8 | 3 | 27
CC1CN(C2CCN(C(=O)COc3ccccc3)CC2)CC(C)O1 (configuration not stated) | 67 | -4 | 15 | -3 | / | 0 | 8 | 1 | -1

Looked up above.
CC1CN(C2CCN(C(=O)COc3ccccc3)CC2)CC(C)O1 (configuration not stated) in Wee1 degr inh is entered as 1
CCc1ccc(C(C)NC(=O)Cc2ccc(F)cc2)cc1 (configuration not stated) in MDM2 E3 inh is entered as -24
O=C(Nc1cccc2nsnc12)c1cccnc1Cl in hK5 inh is entered as -7

Further structures
SMILES | 14-3-3 Bad inh | hK5 inh | FXIIa inh 1536 | p97 ATPase inh | MDM2 E3 inh | Rad51 HR inh | FXIa inh 1536 | Wee1 degr inh | eIF4E-4G inh
CCCCC(=O)Nc1ccc(NC(=S)NC(=O)CC)cc1OC | -5 | -2 | 8 | 3 | -6 | 4 | 8 | 2 | -1[fluorescence artefact?]
CC(C)C(NC(=O)c1ccc2c(c1)OCO2)C(=O)N/N=C\c1ccco1 (configuration not stated) | 1[fluorescence artefact?] | -5 | 11 | 1 | -1 | -3 | 0 | -2 | -2
Cc1ccc(-n2c(=O)cc(N3CC(C)OC(C)C3)[nH]c2=O)cc1 (configuration not stated) | -8 | 4 | 10 | -1 | -4 | -3 | 0 | 1 | 2
Cc1ccc(NC(=O)CN(c2ccc(Cl)cc2)S(=O)(=O)c2cc([N+](=O)[O-])ccc2Cl)cc1 | 1[fluorescence artefact?] | -15 | 9 | 1 | -5 | / | 2 | 3 | 0[fluorescence artefact?]
COc1cccc(C2C(C#N)=C(N)OC(C(C)(C)C)=C2C#N)c1 (configuration not stated) | -12[fluorescence artefact?] | 6 | 8 | 2 | -8 | -4 | 4 | 5 | 1[fluorescence artefact?]
CS(=O)(=O)NCCSCc1c(Cl)cccc1Cl | -6 | -15 | 19 | -1 | -7 | 2 | 7 | 2 | -4[fluorescence artefact?]
CCOc1cc(NC(=S)NCC2CCCO2)c(OCC)cc1NC(=O)CC (configuration not stated) | 5 | -2 | 6 | -6 | 0 | -1 | -6 | -4 | -2
CCCn1c(=NC(=O)c2c(-c3c(F)cccc3Cl)noc2C)c(C(=O)OCC)cc2c(=O)n3ccccc3nc21 | 1[fluorescence artefact?] | -17 | 8 | 3 | -4 | -3 | 4 | 2 | -2
CS(=O)(=O)c1cc([N+](=O)[O-])c(Sc2nc3ccccc3[nH]2)c([N+](=O)[O-])c1 | 87* | 15 | 16 | 3 | -14 | 3 | 4 | -1 | -6
CC1CCCN(C(=O)Cn2c(-c3nonc3N)nc3ccccc32)C1 (configuration not stated) | 10 | 6 | 15 | 1 | -15 | 1 | 6 | 2 | 4
O=C(CCn1cnc2ccccc2c1=O)Nc1nc(-c2ccc(Br)cc2)cs1 | 33 | -4 | 9 | 4 | 3 | -4 | 8 | 2 | -5
Cc1nc2ccccc2c(=O)n1NC(=O)c1ccc(F)cc1Cl | 8 | 0 | 12 | 3 | -5 | 7 | -1 | 9 | 3
CCOc1ccc(/C=C2\CCc3ccccc3C2=O)cc1 | -2 | -1 | 9 | -5 | -83 | 8 | -1 | 1 | -7
c1ccc2cc(Sc3ncnc4c3oc3ccccc34)ccc2c1 | -4 | -7 | 7 | 6 | -6 | 0 | -2 | 1 | 2[fluorescence artefact?]
CCCCSc1c(C)c2cc3c(cc2[nH]c1=O)OCO3 | -2 | -25 | 17 | -2 | -4 | -2 | 1 | -2 | 1
COC(=O)c1cc2occc2n1Cc1nc(-c2ccccc2F)oc1C | -2 | 0 | 5 | -1 | -8 | / | 1 | 2 | -2
CC(=O)Nc1cccc(NC(=O)Nc2cccc(F)c2)c1 | -16 | / | 6 | 1 | 11 | 22 | 2 | 3 | 0
CCOc1ccc2nc(NC(=S)N(C)C)sc2c1 | -1 | -27 | -3 | -3 | -13 | 1 | -2 | 7 | 2
O=C(/C=C/c1ccc2c(c1)OCO2)NCCSCc1ccc(Cl)cc1 | 9 | -25 | 19 | -5 | -19 | -4 | 6 | 3 | 1
COC(=O)C1CCN(C(=O)CCCOc2ccccc2)CC1 | 7 | -2 | -5 | -4 | -45 | 3 | -2 | 0 | 1
Cc1cccc(Oc2c([N+](=O)[O-])c(=O)n(C)c3ccccc23)c1 | -8 | -2 | 3 | 4 | 7 | -3 | -4 | -4 | 4
CCN1CCN(S(=O)(=O)c2cccc(S(=O)(=O)N3CCOCC3)c2)CC1 | -2 | 0 | 17 | 3 | 16 | -7 | -2 | -2 | 4
CN(C)c1ccc(C(=O)c2ccccc2)cc1 | 1 | 0 | 19 | -9 | -1 | -2 | 7 | 6 | 2
CC(C)c1ccc(CNc2nc3nc4c(c(=O)n3[nH]2)CCC4)cc1 | 35 | -2 | 5 | 0 | -23 | 4 | 5 | 2 | -4
O=[N+]([O-])c1ccc(COc2cccc(CNc3ccc(F)cc3)c2)cc1 | 26 | -2 | 7 | 8 | -8 | 8 | 3 | 15* | 5[fluorescence artefact?]
CC(=O)N(C)C(c1ccc(N(C)C)cc1)c1nnnn1-c1c(C)cccc1C (configuration not stated) | 0 | -14 | 0 | 1 | 17 | 1 | 4 | -3 | 24
CCOC(=O)C(NCc1ccc2c(c1)OCO2)(NC(=O)CC)C(F)(F)F (configuration not stated) | 0 | 0 | 7 | -4 | -15 | -6 | -2 | -1 | -15
COc1ccc(C2C(C(=O)Nc3ccc(F)cc3)=C(C)Nc3nc(CCCO)nn32)cc1 (configuration not stated) | -5 | -24 | 2 | 3 | -4 | -7 | 0 | -1 | 3
COc1ccc(/C(N)=N/OC(=O)CSc2ccc(C)cc2)cc1OC | 1 | 1 | 16 | 0 | -10 | -4 | 2 | -1 | 3
COc1ccc(NC(=S)N2CCN(Cc3ccccc3)CC2)c(OC)c1 | -5 | / | 7 | 4 | -21 | / | 2 | 1 | 1

Results in Wee1 degr inh, Rad51 HR inh and eIF4E-4G inh, for two of the compounds above:
structure | Wee1 degr inh | Rad51 HR inh | eIF4E-4G inh
O=[N+]([O-])c1ccc(COc2cccc(CNc3ccc(F)cc3)c2)cc1 | 15* | 8 | 5[fluorescence artefact?]
COc1ccc(NC(=S)N2CCN(Cc3ccccc3)CC2)c(OC)c1 | 1 | / | 1

Next part:
SMILES | 14-3-3 Bad inh | hK5 inh | FXIIa inh 1536 | p97 ATPase inh | MDM2 E3 inh | Rad51 HR inh | FXIa inh 1536 | Wee1 degr inh | eIF4E-4G inh
CCCCn1c(SCC(=O)c2ccc3c(c2)NC(=O)CO3)nc2cc(S(N)(=O)=O)ccc21 | -13 | -16 | 3 | 3 | -19 | 7 | 0 | 1 | -15
CCOc1cc(CNCCCN2CCOCC2)ccc1OCC(=O)NC(C)(C)C | 3 | 5 | 15 | 1 | -5 | -2 | 4 | -1 | 0
N/C(=N\OC(=O)c1cccs1)c1cccc(Br)c1 | 4 | -2 | 13 | -1 | -7 | -8 | 3 | 1 | 2
CC(=O)c1ccc(N2CCN(C(=O)Cc3cccs3)CC2)cc1 | -3 | -24 | 0 | -5 | -4 | 3 | -4 | 0 | -4
Cc1cc(C)c(C)c(S(=O)(=O)Nc2ccccc2C(=O)NCCCn2ccnc2)c1C | 12 | -6 | 15 | 3 | -19 | -2 | 7 | 1 | -1
COC(=O)c1ccc(NC(=O)c2sc3nc(-c4ccccc4)cn3c2C)cc1 | 0[fluorescence artefact?] | -4 | 4 | 1 | -11 | / | -4 | -3 | -12[fluorescence artefact?]
CCC(=O)NC(=S)NNC(=O)c1ccc(OC)cc1 | -8 | -4 | 8 | 1 | -8 | 5 | 9 | 2 | -6
CC(=O)Nc1cccc(C(=O)Nc2cccnc2)c1 | 1 | 11 | 9 | 3 | 5 | / | 1 | 2 | 6
Cn1cccc1C(=O)OCC(=O)Nc1cc(C(C)(C)C)nn1-c1ccccc1 | 7 | 5 | 0 | 1 | -12 | 1 | 0 | 0 | 11
CN1CCC(=C2c3ccccc3C(O)c3ccccc32)CC1 (configuration not stated) | 3 | 3 | 6 | 4 | -14 | -22 | 2 | 2 | 2
Cc1nnc(SCC(=O)c2ccc(Cl)cc2)n(N)c1=O | -11 | -2 | 3 | -1 | -14 | -4 | -8 | 1 | 0
CC1CC(C)CN(CC(O)COCCOc2ccc(Br)cc2)C1 (configuration not stated) | -4 | -19 | 5 | -7 | 10 | -2 | -1 | 2 | -1[fluorescence artefact?]
CC(=O)NC1=NC(=O)/C(=C/N2CCCCC2)S1 | 6 | 6 | 17 | 5 | -13 | -1 | 4 | 0 | 0
